GRK2 aptamer HTS – inhibitors of human GRK2 displacing RNA aptamer | P25098 | bead flow cytometry, FAM-aptamer displacement from GRK2 | inhibition of aptamer binding, % at 10 µM | hit rate 0.59% among 330,000 | AID 488847;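 active = inhibition of aptamer binding above 40%, roughly 3 SD of noise, on plates passing a quality check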;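 note: median bead fluorescence of bound FAM aptamer so fluorescent compounds give negative values; no value below 0 was filed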
PME-1 primary – blocks human protein phosphatase methylesterase 1 | recombinant PME-1, FP-Rh probe fluorescence polarization | hit rate 0.53% among 320,000 | inhibition, % at 5.9 µM | AID 2130;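 active = inhibition above the campaign mean of all compounds plus 3 SD, cut at about 26% in these data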;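 note: competitive labeling of PME-1 active site by serine hydrolase directed probe; 0% = PME-1 with DMSO and 100% = wells lacking PME-1 enzyme; inhibitors block probe labeling so polarization falls and inhibition rises; many of its hits are not listed in these tables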
Target sequence (Q9Y570 whole entry, looked up): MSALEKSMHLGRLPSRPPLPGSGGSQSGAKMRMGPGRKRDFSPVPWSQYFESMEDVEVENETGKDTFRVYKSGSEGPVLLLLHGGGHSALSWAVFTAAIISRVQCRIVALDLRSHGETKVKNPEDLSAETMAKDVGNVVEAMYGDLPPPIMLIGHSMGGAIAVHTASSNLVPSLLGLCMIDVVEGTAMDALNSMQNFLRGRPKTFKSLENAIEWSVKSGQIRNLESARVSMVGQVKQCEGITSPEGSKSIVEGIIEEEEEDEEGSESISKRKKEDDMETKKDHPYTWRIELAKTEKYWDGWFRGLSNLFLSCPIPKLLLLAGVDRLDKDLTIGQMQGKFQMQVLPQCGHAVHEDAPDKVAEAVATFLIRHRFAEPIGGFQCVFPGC
GLD-1 RNA inh – GLD-1-TGE RNA interaction inhibition (C. elegans); hit rate 0.44% among 320,000; Q17339; AID 2280; purified GLD-1 + fluorescein TGE RNA, fluorescence polarization; inhibition, % at 5.96 µM;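 active = percent inhibition above a per-plate cutoff, the plate mean of test compounds plus 3 SD, cut at about 30% in these data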;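 note: 0% = DMSO wells with GLD-1 and probe and 100% = wells lacking GLD-1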
VLA-4 inh – inhibition in a human VLA-4 binding assay; P13612; inhibition, % (about 7 µM as worked out from the volumes in the protocol); AID 2557; VLA-4 expressing cells, ligand binding flow cytometry; hit rate 0.2% among 330,000; in the data active = inhibition above about 50%
MEX-5 binding – C. elegans MEX-5 TCR-2 RNA binding activity. MEX-5/FITC-TCR2 RNA binding, fluorescence polarization; hits give low values. activity score (negative = inhibition of binding), % at 10 µM. hit rate 0.38% among 300,000. AID 1832;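 active = inhibition past about -25% in most replicates, and total fluorescence under double the plate's negative control median, limit read from the data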;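 note: 0% = DMSO and -100% = 5 µM competing unlabeled TCR2 RNA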
Efflux pump inh – blocks antifungal efflux pumps in multiplex yeast assay | hit rate 0.44% among 330,000 | S. cerevisiae Candida pump triplex, Nile Red efflux | AID 485275 | inhibition, % at 10 µM;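 active = plate passing quality check with inhibition over a set limit, or well fluorescence over plate mean plus 4 SD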;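 note: Nile Red retained in pooled yeast measured as flow cytometry median fluorescence; 0% = buffer negative control and 100% = Enniatin B positive control; higher means more Nile Red kept so more efflux inhibition; some compounds called inactive have numbers as strong as hits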
BCLXL inh – blocks human Bcl-xL binding to Bim BH3 peptide. Q07817. GST-Bcl-xL / FITC-Bim BH3 peptide fluorescence polarization. inhibition, % at 10.9 µM. hit rate 0.7% among 320,000;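 active = inhibition above the mean of all tested compounds plus 3 SD, cutoff set per campaign, cut at about 30% in these data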;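 note: 0% = DMSO wells and 100% = unlabeled Bim-BH3 peptide competitor; inhibitors lower millipolarization by displacing the labeled peptide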
Target sequence (Q07817 whole entry, looked up): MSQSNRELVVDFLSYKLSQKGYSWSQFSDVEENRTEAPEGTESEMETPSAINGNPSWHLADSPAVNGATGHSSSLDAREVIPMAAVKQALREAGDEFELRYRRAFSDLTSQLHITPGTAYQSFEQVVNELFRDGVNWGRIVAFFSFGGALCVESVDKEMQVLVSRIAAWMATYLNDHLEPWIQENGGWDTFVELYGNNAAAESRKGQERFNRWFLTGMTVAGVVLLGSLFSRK
Fam108B inh – blocks mouse Fam108B hydrolase in RBBP9 counter-screen; recombinant Fam108B, FP-Rh probe fluorescence polarization; hit rate 0.33% among 300,000; inhibition, % at 9.51 µM; AID 1947;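 active = inhibition above the screen mean inhibition plus 3 SD, computed separately per campaign, cut at about 18% in these data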;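 note: inhibitors lower polarization as less probe binds the enzyme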
MCL1-BIM inh – disrupts human MCL1 binding to BIM-BH3 peptide; GST-MCL1 / FITC-Bim-BH3 fluorescence polarization; AID 2057; Q07820; hit rate 0.68% among 320,000; inhibition, % at 10.9 µM;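 active = inhibition above the mean inhibition of all tested compounds plus 3 SD, set per campaign, cut at about 40% in these data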;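 note: 0% = DMSO wells and 100% = unlabeled Bim-BH3 peptide control; higher means more loss of mP so more displacement of Bim peptide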
Target sequence (Q07820 whole entry, looked up): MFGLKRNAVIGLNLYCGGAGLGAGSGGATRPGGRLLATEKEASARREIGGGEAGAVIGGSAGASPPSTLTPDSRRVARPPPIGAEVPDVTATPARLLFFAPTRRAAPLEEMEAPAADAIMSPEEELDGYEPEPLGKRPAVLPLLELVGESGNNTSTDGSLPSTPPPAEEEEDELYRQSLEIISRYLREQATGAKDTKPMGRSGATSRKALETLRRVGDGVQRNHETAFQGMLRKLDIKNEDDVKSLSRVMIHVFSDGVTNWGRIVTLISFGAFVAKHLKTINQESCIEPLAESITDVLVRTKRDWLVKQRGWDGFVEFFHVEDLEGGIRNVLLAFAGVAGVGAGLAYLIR
Numbers without * were called inactive; i = inactive; / = not tested or not shown.

SMILES | GRK2 aptamer HTS | PME-1 primary | GLD-1 RNA inh | VLA-4 inh | MEX-5 binding | Efflux pump inh | BCLXL inh | Fam108B inh | MCL1-BIM inh
COc1ccc(NC(=O)c2cn(CCC#N)nc2-c2ccc([N+](=O)[O-])cc2)cc1 | 1 | -4 | 5 | 3 | -0.2 | -0.1 | 3 | 0 | -6
CSc1ncc(/C=C2/C(=O)NC(=O)N(c3ccc(C(C)C)cc3)C2=O)cn1 | 0 | -2 | -3 | 23 | 9.3 | 0.1 | 6 | -1 | 4
Oc1cc2c(cc1O)[C@H]1c3ccccc3CN[C@@H]1CC2 | 0 | -11 | 10 | -5 | -57* | 0.2 | 16 | 1 | 27
CCCn1c(C)c(C(=O)c2cccc3ccccc23)c2ccccc21 | 0 | 4 | -1 | i | / | 0.3 | 6 | -8 | -1
COc1ccccc1N1CCN(Cc2ccc(Br)cc2)CC1 | 3 | -3 | -4 | -3 | 1.8 | 0.1 | 3 | 0 | 5
CC1=NN(c2ccccc2)C(=O)/C1=C/c1c(O)[nH]c(=S)[nH]c1=O | 0 | -9 | -2 | -7 | 12 | 0.0 | 5 | 2 | 16
C[N+](C)(C)Cc1ccccc1 | 2 | 2 | -3 | 5 | 0.6 | 0.0 | 6 | -6 | 1
O=c1[nH]c(O)c(/C=C2/C=CC(c3cc(Cl)ccc3Cl)=N2)c(=O)[nH]1 | 0 | 6 | -118 | -33 | -7.4 | 0.2 | -42 | 27* | -67
N#CSCC(=O)N1c2ccccc2CCc2ccccc21 | 0 | -7 | -1 | 10 | 1.2 | -0.1 | 0 | 2 | 1
CCOc1ccccc1N1C(=O)NC(=O)C(CCc2ccncc2)(CCc2ccncc2)C1=O | 0 | -1 | -13 | 11 | 2.5 | 0.1 | -5 | -3 | -8
O=C1NC(=O)[C@]2(Cc3ccccc3N3CCN(c4ccccc4)CC32)C(=O)N1c1ccccc1 (some centres undefined) | 0 | 2 | 9 | 35 | -0.8 | 0.1 | 21 | -2 | 13
COC(=O)C(O)(c1ccc(N(C)S(=O)(=O)c2ccccc2)cc1)C(F)(F)F (centres undefined) | 0 | 2 | 10 | 5 | -0.7 | 0.1 | 3 | 5 | 9
COc1ccc(C(C)=O)cc1CC(C(=O)c1ccc(F)cc1)N(C)C (centres undefined) | 1 | 3 | 1 | 49 | 0.2 | -0.1 | 4 | 1 | -1
CC(N)Cc1c[nH]c2ccc(Cl)cc12 (centres undefined) | 0 | -2 | 7 | 6 | -0.6 | 0.0 | 3 | 5 | -1
COC(=O)c1c(C)n(Cc2ccc3c(c2)OCO3)c2ccc(O)cc12 | 3 | 6 | 5 | 0 | 1.2 | -0.1 | 2 | 5 | 8
Cc1ccc(/C=C2\C(=O)NC(=O)N(CC3CCCO3)C2=O)s1 (centres undefined) | 0 | -1 | -8 | 17 | -4.8 | 0.2 | 2 | -6 | 6
O=C(O)Cn1cc(C=C2C(=O)NC(=O)NC2=O)c2ccccc21 | 0 | 1 | -3 | 9 | 3.4 | 0.0 | 6 | 5 | 11
O=[N+]([O-])c1ccc2c(c1)C(c1ccccc1)=NCCN2 | 0 | -4 | -6 | 10 | -0.4 | -0.2 | 0 | 5 | 2
N#CC(c1ccccc1)N1CCOCC1 (centres undefined) | 0 | -8 | 7 | 6 | -1.0 | -0.2 | 2 | -7 | 1
CCCN(CCC)C1Cc2cc(OC)c(OC)cc2C1 | 2 | -2 | 1 | -7 | 4.2 | 0.0 | 4 | 0 | -5

Overlap with the part before: 6 entries; new compounds follow.
SMILES | GRK2 aptamer HTS | PME-1 primary | GLD-1 RNA inh | VLA-4 inh | MEX-5 binding | Efflux pump inh | BCLXL inh | Fam108B inh | MCL1-BIM inh
COC(=O)c1c(C)n(Cc2ccc3c(c2)OCO3)c2ccc(O)cc12 | 3 | 6 | 5 | 0 | 1.2 | -0.1 | 2 | 5 | 8
Cc1ccc(/C=C2\C(=O)NC(=O)N(CC3CCCO3)C2=O)s1 (centres undefined) | 0 | -1 | -8 | 17 | -4.8 | 0.2 | 2 | -6 | 6
O=C(O)Cn1cc(C=C2C(=O)NC(=O)NC2=O)c2ccccc21 | 0 | 1 | -3 | 9 | 3.4 | 0.0 | 6 | 5 | 11
O=[N+]([O-])c1ccc2c(c1)C(c1ccccc1)=NCCN2 | 0 | -4 | -6 | 10 | -0.4 | -0.2 | 0 | 5 | 2
N#CC(c1ccccc1)N1CCOCC1 (centres undefined) | 0 | -8 | 7 | 6 | -1.0 | -0.2 | 2 | -7 | 1
CCCN(CCC)C1Cc2cc(OC)c(OC)cc2C1 | 2 | -2 | 1 | -7 | 4.2 | 0.0 | 4 | 0 | -5
Clc1ccc(N2CC2c2ccncc2)cc1 (centres undefined) | 3 | -1 | -6 | 7 | -0.7 | 0.0 | 6 | -2 | -4
C=C1C(O)[C@@H]2O[C@]3(CC[C@H](/C=C/C(C)[C@@H]4CC(C)=CC5(O[C@H](C[C@@](C)(O)C(=O)O)CCC5O)O4)O3)CC[C@H]2O[C@@H]1C(O)CC(C)[C@H]1OC2(CCCCO2)CCC1C (some centres undefined) | 0 | / | 6 | 36 | / | -0.1 | / | / | /
CC1=CC(=C2C(=O)NC(=O)NC2=O)C=C(C(F)(F)F)N1Cc1ccccc1 | 2 | -1 | -6 | 9 | 0.7 | -0.1 | 4 | 8 | 5
COC(C)(C)CCCC(C)C/C=C/C(C)=C/C(=O)OC(C)C (centres undefined) | 4 | 1 | -3 | 0 | / | 0.2 | -1 | / | -4
COc1ccc(CCNCc2cccc(C(F)(F)F)c2)cc1OC | 0 | 3 | 1 | 7 | 1.8 | -0.2 | 3 | 1 | -2
OC(CNC1CCCCCCC1)c1ccccc1 (centres undefined) | 3 | 1 | 2 | 0 | 0.5 | 0.1 | 4 | 7 | 3
COc1cc(/C=C2/C(=O)NC(=O)N(c3ccc(C)cc3)C2=O)cc(OC)c1OC | 0 | 3 | -7 | 1 | 5.5 | 0.1 | -8 | 3 | -10
O=C1NC(=O)N(c2ccccc2)C(=O)/C1=C\c1ccc([N+](=O)[O-])s1 | 6 | 3 | -2 | -21 | / | 0.3 | 20 | 19* | 35
NC1C2CN3CCN(C2)CC1(c1ccccc1)C3 (centres undefined) | 0 | -6 | 8 | 12 | -0.4 | -0.1 | 4 | -2 | -1
O=C1NC(=O)N(Cc2ccccc2Cl)C(=O)/C1=C/c1cccs1 | 2 | -18 | -14 | 19 | 2.9 | 0.1 | -4 | -5 | -1
CCC(=NCCN1CCOCC1)c1c(O)n(C2CCCCC2)c(=O)[nH]c1=O | 3 | 0 | -1 | 11 | -1.3 | 0.0 | 5 | -3 | 4
CCCN1CCC[C@@H](c2cccc(O)c2)C1 | 0 | -2 | 4 | -9 | / | 0.1 | -11 | 3 | -21
COC[C@]12CN(C)C3C4[C@H](OC)[C@H]1C3([C@@H](OC)C[C@H]2O)[C@@H]1C[C@@]2(O)[C@H](OC(=O)c3ccccc3)[C@@H]1[C@]4(OC(C)=O)[C@@H](O)[C@@H]2OC | 0 | -5 | 3 | -13 | -1.3 | -0.1 | 3 | -3 | 0
Cc1ccc(-c2nc3ccc(C)cn3c2CC(=O)N(C)C)cc1 | 1 | -5 | -3 | 2 | 0.1 | -0.1 | 1 | 3 | 3
CC1CCCN(C(=O)c2ccc(N3CC4CC(C3)c3cccc(=O)n3C4)c([N+](=O)[O-])c2)C1 (centres undefined) | 9 | 7 | -4 | 18 | 0.4 | 0.4 | -1 | -3 | -7
O=C(c1ccccc1)c1cn(CC(=O)N2CCCc3ccccc32)c2ccccc12 | 1 | -4 | 5 | 7 | 2.1 | -0.1 | -1 | 4 | -5
CCOC(=O)c1c(-n2c(C)cc(C=C3C(=O)NC(=O)NC3=O)c2C)sc2c1CCCC2 | 3 | -2 | 2 | 3 | -45* | 0.2 | -2 | 11 | -5
C[C@@H]1NCCc2cc(O)c(O)cc21 | 0 | 0 | 2 | 0 | / | 0.0 | 28 | 2 | 23
Cc1ccc(-n2c(O)c(/C=N/N3CCCCC3c3cccnc3)c(=O)[nH]c2=S)cc1 (centres undefined) | 0 | -2 | -9 | 12 | -2.3 | -0.1 | -12 | 1 | -20
C=CCn1c(O)c(C(C)=NC(C)c2ccccc2)c(=O)[nH]c1=O (centres undefined) | 3 | -2 | 2 | -1 | -0.7 | -0.1 | 5 | 0 | 6
COc1ccccc1CCNC1CCCC(C)C1 (centres undefined) | 3 | 4 | 5 | 1 | 0.8 | 0.1 | 7 | 4 | 4
Cc1ccc(C2N(c3ccccn3)C(=O)C3CCCN32)o1 (centres undefined) | 0 | -1 | -1 | 10 | 0.2 | 0.0 | -4 | -1 | -8
Nc1ccc(Cl)cc1C(=O)c1ccccc1Cl | 2 | -2 | 4 | -1 | 0.9 | 0.1 | 4 | 0 | 7
COc1cccc(C2C([N+](=O)[O-])=C(N)Oc3c2c(=O)oc2ccccc32)c1 (centres undefined) | 2 | -2 | -4 | -16 | 3.0 | -0.1 | 1 | 6 | 2
COc1ccc(NC2=NCCCS2)cc1OC | 4 | -8 | 5 | 5 | 1.3 | -0.2 | -1 | 7 | -5
CSc1ccc(CN2CCN(C(=O)COc3ccc(C)cc3)CC2)cc1 | 0 | 0 | 1 | 4 | -0.2 | 0.0 | 5 | 3 | -1
COc1ccc(-c2cc(C(=O)N3CCC4(CC3)OCCO4)c3ccccc3n2)cc1 | 0 | -2 | 3 | 24 | -1.2 | 0.0 | 7 | 2 | 6
COc1ccccc1N1CCN(Cc2cccc(Br)c2)CC1 | 1 | -1 | 1 | -1 | 1.7 | 0.1 | 1 | -2 | 3
C[C@H]1[C@@H](c2ccccc2)O[C@@H](c2ccccc2Br)N1C | 0 | -2 | 8 | 2 | -0.2 | -0.3 | 7 | -2 | 2
COC(=O)C1=C(N)OC(C)=C(C(C)=O)C12C(=O)N(C)c1ccccc12 (centres undefined) | 3 | -4 | 7 | 19 | -1.7 | 0.3 | -3 | -2 | -6
CN1CCN(c2ccc3c(c2)S(=O)(=O)c2ccccc2C3=O)CC1 | 0 | 0 | 8 | 3 | -1.7 | 0.1 | 74* | 0 | 85*
CSc1ccc(CN2CCN(Cc3ccccc3Cl)CC2)cc1 | 3 | -3 | 12 | 2 | -2.8 | -0.2 | 4 | -3 | 12

An excerpt. The share of hits here may be higher or lower than overall.
